Assay outcomes from PubChem.
HTR5A inv ag – HTR5A inverse agonism, opioid heterodimer counter-screen. HTR5A cell line, luminescence. inhibition, % at 9.3 µM. hit rate 0.083% among 340,000; in the data active = inhibition mostly above about 23%, no sharp cut-off; inactive = mostly below about 18%;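 also: 0% = cells with DMSO and 100% = no-cell wells with DMSO; some compounds called inactive have numbers as strong as hits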
Target sequence (P47898 whole entry, looked up): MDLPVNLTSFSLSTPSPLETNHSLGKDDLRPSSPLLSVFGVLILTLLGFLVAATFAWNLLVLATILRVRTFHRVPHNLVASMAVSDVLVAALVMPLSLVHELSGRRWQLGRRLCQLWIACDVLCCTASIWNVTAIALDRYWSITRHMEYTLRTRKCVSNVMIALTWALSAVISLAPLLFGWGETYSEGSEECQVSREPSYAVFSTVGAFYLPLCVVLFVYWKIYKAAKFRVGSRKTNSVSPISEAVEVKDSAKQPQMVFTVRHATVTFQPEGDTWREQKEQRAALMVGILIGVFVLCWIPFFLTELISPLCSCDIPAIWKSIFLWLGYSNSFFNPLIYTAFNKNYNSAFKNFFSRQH
PfHsp90 set2 – growth inhibition of yeast expressing Plasmodium Hsp90 | S. cerevisiae expressing PfHsp90, BacTiter-Glo ATP, 48 h; yeast lacking PDR1 and PDR3 efflux regulators | inhibition, % at 9.4 µM | hit rate 0.32% among 310,000;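 active = every replicate shows inhibition above about 80%, whatever the replicate mean, limit read from the data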;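 also: 0% = DMSO neutral controls and 100% = 20 µM radicicol positive controls; yeast relying on Plasmodium falciparum Hsp90 in place of its own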
PKA-R2B act – activators of human PKA-R2B complex; P22694+P31323; AID 504700; activation, % at 11.4 µM; hit rate 0.079% among 340,000; PKA-R2B holoenzyme dissociation, Cy5-IP20 fluorescence polarization; R2B truncated from residue 108, S112A mutant; 0% DMSO only, 100% 113 µM cGMP;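 active = activation above a cutoff set at the mean over all compounds plus 3 SD, cut at about 18% in these data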;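 also: higher means more holoenzyme dissociation and a rise in polarization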
Target sequence (P31323 whole entry, looked up, other chains not shown, the tested form may be a part): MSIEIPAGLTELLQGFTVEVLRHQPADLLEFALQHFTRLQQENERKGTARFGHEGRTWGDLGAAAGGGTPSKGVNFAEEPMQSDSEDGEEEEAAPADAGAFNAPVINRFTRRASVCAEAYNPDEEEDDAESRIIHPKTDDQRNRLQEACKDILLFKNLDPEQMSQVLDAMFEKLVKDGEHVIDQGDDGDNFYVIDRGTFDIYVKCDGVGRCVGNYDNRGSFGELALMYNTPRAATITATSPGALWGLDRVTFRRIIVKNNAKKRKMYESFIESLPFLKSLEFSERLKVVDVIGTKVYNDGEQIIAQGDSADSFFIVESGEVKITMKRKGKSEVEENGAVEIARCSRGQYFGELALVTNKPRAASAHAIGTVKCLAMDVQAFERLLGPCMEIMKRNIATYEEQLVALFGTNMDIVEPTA
PKA-R1A act – activates the PKA-R1A holoenzyme complex; PKA-R1A dissociation, Cy5-IP20 fluorescence polarization; scaled: DMSO 0%, 113 µM cGMP 100%; activation, % at 11.4 µM; hit rate 0.083% among 340,000;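 active = percent activation above the mean of all tested compounds plus 3 SD, cut at about 19% in these data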;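 also: higher means more PKAc released from R1A so a rise in polarization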
phage Ecoli inh – E. coli growth loss with phage present; growth absorbance; inhibition, % at 11.9 µM; hit rate 0.26% among 360,000; AID 651602; in the data active = inhibition above about 11%
Tat transport – blocks Tat-dependent protein export in E. coli | inhibition, % at 10 µM | hit rate 0.036% among 340,000 | E. coli MC4100 TorA-mCherry Tat export, fluorescence | AID 488895;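 active = mean replicate inhibition at least 50% and at least half of replicates individually reaching 50%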;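 also: exported cargo escapes ClpAP degradation while cytoplasmic cargo is degraded and loses fluorescence; 0% = median of neutral control wells and 100% = median of NaSCN control wells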
Mot1-301 SUMO – inhibitors of SUMOylation pathway: yeast Mot1-301 growth rescue; S. cerevisiae Mot1-301 growth rescue, ATP luminescence, 38.5C; percent above DMSO median, 100 means doubled; hit rate 1% among 320,000; growth rescue, % at 18.8 µM; AID 2716;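 active = every valid replicate shows activation above 250% relative to neutral control wells; inactive = the rest, any valid replicate at or below 250%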;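 also: OY570 slx delta 5 strain wells were the positive control but not used for scaling; some compounds called inactive have numbers as strong as hits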
OPRM1-OPRD1 ag – agonists of human mu-delta opioid receptor heterodimerization. activation, % at 9.3 µM. cells, OPRM1-OPRD1 heterodimerization, luminescence. hit rate 0.3% among 340,000. P35372+P41143; in the data active = activation above about 18%;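 also: 0% = vehicle-treated cells and 100% = reference agonist; values of inactives mirror those of a sister screen read the other way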
E coli growth – reduces bacterial viability in AddAB counter-screen; AID 449728; hit rate 0.27% among 330,000; E. coli V3065 growth, OD600 absorbance, 18 h; inhibition, % at 11.9 µM;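 active = inhibition above the campaign's mean inhibition across all tested compounds plus 3 SD, cut at about 9.9% in these data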;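 also: uninfected addAB+ strain grown without phage in ampicillin broth; 0% = DMSO wells and 100% = ciprofloxacin 0.95 µg/ml wells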
OPRM1-OPRD1 inv – inverse agonist of human OPRM1-OPRD1 heterodimerization; AID 504357; cell-based MOR-DOR heterodimer luminescence, inverse agonism; P35372+P41143; hit rate 0.21% among 340,000; inhibition, % at 9.3 µM; in the data active = inhibition above about 22%, passing the limit was not always enough;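 also: 0% = cells with DMSO and 100% = wells without cells with DMSO; values of inactives mirror those of a sister screen read the other way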
AddAB inh – less growth of phage-infected E. coli with AddAB; E. coli expressing H. pylori AddAB, absorbance growth; inhibition, % at 11.9 µM; hit rate 0.29% among 330,000; AID 435030; in the data active = inhibition above about 12%;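 also: 0% = vehicle wells of infected cells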
* marks the source's active call; other numbers are inactive results; . = no result given. Outcome played no part in choosing rows, and some 2.2% of all compounds hit somewhere here.

SMILES	HTR5A inv ag	PfHsp90 set2	PKA-R2B act	PKA-R1A act	phage Ecoli inh	Tat transport	Mot1-301 SUMO	OPRM1-OPRD1 ag	E coli growth	OPRM1-OPRD1 inv	AddAB inh
COc1ccc(S(=O)(=O)N2CCOCC2)cc1NC(=O)c1ccc(Cl)cc1	-1	-24	0	6	4.5	6	-10	-0.8	0.3	5	-0.1
COc1ccc(Br)cc1C(=O)Nc1cccc(C)c1C	-5	1	-12	-3	1.4	4	5	-0.8	-1.0	4	0.6
Cc1ccc(CN2CCN(Cc3ccc(-n4cccn4)cc3)CC2CCO)cc1 (stereo not drawn)	-10	12	-4	6	2.4	-5	-16	-3.0	1.2	15	2.0
COc1cc(C2c3cc4c(cc3OC(NCc3ccccc3)C2C)OCO4)cc(OC)c1OC (stereo not drawn)	-3	-4	6	4	2.7	2	.	-3.9	.	17	.
CC(=O)Nc1ccc2c(c1)ncn2C1CCCCC1	-30	19	11	-9	-0.8	4	12	-3.5	-1.4	19	0.6
CC1CCN(S(=O)(=O)c2ccc3c(c2)N(CC(=O)NCCCN(Cc2ccccc2)C(C)C)C(=O)CO3)CC1	-5	0	-7	-3	5.0	0	98	-1.3	1.4	7	1.7
CCOC(=O)C(=CNc1ccc(O)c(C(=O)OC)c1)C(=O)OCC	-14	.	3	5	-0.2	-5	7	-1.0	-0.2	5	3.6
Cc1cc(C)cc(N(CC(=O)NCc2ccco2)S(=O)(=O)c2c(C)noc2C)c1	-2	10	5	11	-3.8	-4	-21	-2.9	1.8	15	2.6
CCN(CC)C(=O)N1CCC(NC(=O)c2ccccc2)CC1	-30	29	-5	10	2.2	-3	-3	-1.9	1.0	11	1.7
O=C(COc1ccc2ccccc2c1)N/N=C/C1CC=CCC1 (stereo not drawn)	-8	32	8	-4	3.6	1	25	1.1	-1.4	-6	0.7
CC12CC(c3ccccc3O1)C(/C(N)=N/NC(=O)c1ccc(F)cc1)C(=O)N2 (stereo not drawn)	-2	-12	7	-2	2.5	-13	0	-0.7	-1.1	5	2.4
CN(C(=O)COC(=O)c1nc(Cl)ccc1Cl)C1CCS(=O)(=O)C1 (stereo not drawn)	-11	-5	5	-9	2.5	-4	24	-1.3	-2.3	7	0.6
NS(=O)(=O)c1ccc(CNC(=O)Cc2ccsc2)cc1	2	17	-4	-17	1.2	-3	-3	-1.9	0.8	10	-0.1
O=C(Nc1cccc(C(F)(F)F)c1)NC1CCCCC1	-23	1	-7	-11	6.6	3	142	5.7	4.0	-33	2.3
Cc1cc(C)cc(OCC(=O)OCC(=O)N(C)CC(=O)Nc2ccc(F)cc2)c1	23	.	6	2	-0.8	-8	14	-1.3	1.4	7	4.2
Cn1cc(C2OC(=O)c3ccccc32)c2ccccc21 (stereo not drawn)	1	.	2	2	3.7	-5	.	-3.1	.	16	.
COc1ccc2[nH]c3c(NCCN(C(C)C)C(C)C)ncnc3c2c1	8	8	-6	-5	3.1	4	10	-2.5	1.9	13	-1.8
Cc1oc(-c2ccccc2)nc1Cn1cccc1C1=NC(c2ccccc2)CO1 (stereo not drawn)	19	-7	-9	-4	0.0	0	-3	-0.6	-2.4	3	0.5
COc1ccc(N2CCN(S(=O)(=O)/C=C/c3ccccc3)CC2)cc1	-21	.	6	-14	5.5	1	35	2.1	0.2	-12	4.6
CC(C)(C)C(=O)CN1C(=O)NC(c2ccccc2)(c2ccccc2)C1=O	-4	1	4	7	3.9	1	-23	0.9	-1.3	-7	0.5
Cc1ccc(NC(=O)c2ccc3c(=O)n4c(nc3c2)CCCCC4)cc1F	4	7	-6	-1	2.0	-7	-4	-1.3	-0.8	8	2.1
COc1ccc(/C=N/NS(=O)(=O)c2ccc(C)cc2)cc1OC(=O)c1ccccc1	-6	-19	1	-2	0.0	-11	19	1.2	0.0	-5	1.5
O=C(COC(=O)/C=C/c1ccccc1)NC1CCS(=O)(=O)C1 (stereo not drawn)	-20	-9	6	9	1.4	0	.	-2.9	-1.0	11	2.3
CCOc1ccc(OCCNC(=O)c2ccc3c(c2)nnn3CC)cc1	-5	.	-12	-8	2.0	4	5	-3.0	0.8	13	-1.9
CCC(C)NC(=O)CC(NS(=O)(=O)c1ccc(NC(C)=O)cc1)C(C)C (stereo not drawn)	-21	-1	-2	-8	1.7	0	50	-1.6	-0.4	8	2.2
(further entries)
SMILES	HTR5A inv ag	PfHsp90 set2	PKA-R2B act	PKA-R1A act	phage Ecoli inh	Tat transport	Mot1-301 SUMO	OPRM1-OPRD1 ag	E coli growth	OPRM1-OPRD1 inv	AddAB inh
COc1cccc2sc(N(CCN(C)C)C(=O)c3ccc(S(=O)(=O)N4CCCC4)cc3)nc12	5	-11	-6	-14	1.5	6	3	-2.6	-0.5	14	2.7
CCn1c(SCC(=O)c2cc(OC)ccc2OC)nnc1-c1ccncc1	-10	-10	0	1	4.8	-1	299	-1.9	-2.5	11	0.7
CC(=O)c1cccc(N(CC(=O)NCC2CCCO2)C(=O)CCC(=O)Nc2cc(C)on2)c1 (stereo not drawn)	-24	-13	4	6	2.1	0	335	-1.2	-4.7	7	-1.1
O=C(O)CSc1nnc(-c2cccs2)n1-c1ccc(Cl)cc1	-4	-4	-8	-3	2.2	9	-18	-1.0	-2.0	6	2.1
CCCCN(C(=O)c1ccc(-c2ccc(Cl)cc2)o1)c1c(N)n(CC(C)C)c(=O)[nH]c1=O	9	-24	-13	-9	3.9	0	-5	-2.3	0.2	9	1.9
COc1cccc(C(=O)NCc2ccc3c(c2)cc(C)n3C)c1	13	0	-6	4	-0.2	-1	4	0.9	-2.9	-5	0.3
COc1ccc(CN2CCCC(C(=O)c3cccc(C(F)(F)F)c3)C2)cc1O (stereo not drawn)	9	1	-5	10	2.0	-8	.	0.1	1.9	-1	2.2
Cc1c(C(=O)/C=C/N(C)C)nnn1-c1ccc(Cl)cc1C#N	2	-3	-13	-5	2.2	3	34	-2.3	-2.4	12	0.9
C/C(=N\NC(=O)c1cc(C)[nH]n1)c1cccs1	-38	-11	-9	-13	2.4	0	69	-2.4	0.3	13	-0.9
Cc1ccc(C#N)c(SCC(=O)Nc2nccs2)n1	16	4	-10	-8	2.2	6	5	-2.2	0.2	11	0.0
COc1ccc(S(=O)(=O)N2CCC(C(=O)NC3CCCCC3)CC2)cc1C	-25	-21	9	8	0.1	-4	-20	-1.3	0.8	7	2.2
COC(=O)c1cc(=O)n(Cc2cccs2)c(=Nc2ccccc2)s1	-15	-25	3	-5	3.2	-7	-9	-2.2	0.4	11	1.4
Cc1ccccc1-c1nc(CN2CCC(C(=O)N3CCN(c4ccccn4)CC3)CC2)c(C)o1	-8	5	5	8	2.7	-3	-11	0.3	-2.1	-2	1.3
CC1(c2ccccc2)NC(=O)N(CC(=O)N2CC(=O)Nc3ccccc32)C1=O (stereo not drawn)	-4	-1	6	0	5.5	12	4	-1.9	-1.9	10	-0.1
COc1ccccc1NC(=O)C1CC(=O)OC1c1ccccc1 (stereo not drawn)	2	1	6	5	0.1	3	35	-1.2	-0.3	6	2.4
COc1cccc(-c2nnn(C/C(N)=N/O)n2)c1	12	32	-2	2	0.9	3	4	0.3	1.4	-2	2.1
O=C(NC1CCCCC1)c1csnn1	10	57	-12	-2	2.2	-3	.	-0.3	.	1	.
CSc1ncccc1C(=O)OCC(=O)N(CC(C)C)c1c(N)n(Cc2ccccc2)c(=O)[nH]c1=O	13	4	-2	1	1.0	-4	2	-3.5	1.4	19	3.2
COc1ccc(/C=C/C2=NN(Cc3ccccc3)C(=O)CC2)cc1	-5	-28	-13	-22	2.8	8	-19	0.1	2.6	-1	3.0
Cc1scc(C(=O)N/N=C/c2ccsc2)c1C	-6	17	4	7	3.1	0	14	-1.1	2.1	6	3.4
O=C(NCc1ccccn1)c1cc(S(=O)(=O)N2CCN(c3ccccc3)CC2)ccc1Cl	-1	5	-6	6	0.2	3	12	-0.5	-2.1	3	0.4
CCCC(=O)Nc1ccc(Cl)c(NC(=S)NC(=O)c2ccco2)c1	3	30	-2	1	3.6	9	170	-5.6	1.1	27	1.1
COc1ccccc1NC(=O)NNC(=O)CN1C(=O)COc2ccccc21	6	4	1	0	1.5	2	135	0.0	0.2	0	5.4
CCN(CCCNS(=O)(=O)c1cc(-c2cc(C)no2)ccc1C)Cc1ccccc1	0	3	-10	-2	2.4	-6	-5	-2.4	-1.3	13	2.5
Clc1ccc(Cn2ccc3ccccc32)cn1	-4	-33	-3	-1	3.0	2	-7	-5.1	0.5	23	0.7
The list continues.
SMILES	HTR5A inv ag	PfHsp90 set2	PKA-R2B act	PKA-R1A act	phage Ecoli inh	Tat transport	Mot1-301 SUMO	OPRM1-OPRD1 ag	E coli growth	OPRM1-OPRD1 inv	AddAB inh
C=CC[C@@H](Cc1ccc(F)cc1)C(=O)OC[C@@H]1CCCN1C(=O)[C@@H](CC=C)CC(=O)N(CCO)Cc1ccccc1	-10	-9	-16	-12	2.5	16	81	1.1	-2.6	-6	-0.9
Cc1ccc(N2CCN(/N=C/c3sccc3C)CC2)cc1	-20	18	-1	7	3.1	-4	2	4.3	-1.2	-23	1.9
Cc1ccc(NC2CCCN(C(=O)c3ccc(C)c(N4CCNC4=O)c3)C2)cc1C (stereo not drawn)	5	5	0	-6	.	1	2	-3.1	-0.5	16	2.5
Cc1nc([N+](=O)[O-])c(C(=O)OCc2ccccc2Br)n1C	-3	-6	-4	-3	1.5	1	-5	0.2	-2.4	-1	-1.2
CC(C)Oc1ccc(/C=C(\C#N)C(=O)NC2CC2)cc1	-22	1	2	0	1.8	1	1	0.2	-2.0	-1	5.1
O=C(NNC(=O)c1cc(-c2ccc(Cl)cc2)nc2ccccc12)c1csc(N2CCOCC2)n1	13	.	-15	1	-2.7	-5	55	-0.7	0.7	4	-3.3
CCN(CC)c1ncccc1C(=O)NCc1cccs1	7	60	1	-7	2.1	2	-16	-1.5	0.6	8	0.4
CCOC(=O)[C@@H]1[C@H]2COc3ccccc3[C@@H]2N2C(=O)N(c3ccc(Cl)cc3)C(=O)[C@]12C	4	.	4	4	2.6	-7	75	-1.8	-1.9	10	3.1
CCOC(=O)CC(NC(=O)CCc1c(C)nc2nc(C)nn2c1C)c1ccc(C)cc1 (stereo not drawn)	14	-29	-1	11	5.5	-9	-16	-1.9	1.3	10	0.0
Cc1ccc(-n2nc3ccc(NC(=O)c4cccc([N+](=O)[O-])c4C)cc3n2)cc1	-30	10	-8	-9	4.3	-1	-9	-0.5	-1.6	2	-2.4
Fc1ccc(NC(=S)NCc2cccnc2)cc1	-13	35	-8	-12	2.0	1	40	-3.5	1.9	17	5.8
COCCN(C(=O)C(C)C)c1nnc(-c2cccc(C)c2)s1	-8	-10	-1	-10	1.1	10	-4	2.1	0.4	-13	-0.3
COc1cc(/C=C/C(=O)OCC(=O)NCCc2ccc(S(N)(=O)=O)cc2)ccc1OCC#N	8	.	-8	-5	4.6	3	.	1.0	.	-7	.
O=C(NN=Cc1ccc([N+](=O)[O-])cc1)C1CC1	-8	-10	-8	4	2.5	-2	.	0.3	.	-2	.
